HT1080 IDH1KD tx: toxicity to HT-1080 IDH1 knockdown cells (counter line); Potency, µM (doses to about 46.1 µM), without a hit: top-dose activity, negative = toxicity, actives largely listed as cytotoxic; AID 686971; 360,000 compounds, 2% hits; HT-1080 IDH1 knockdown viability, ATP luminescence, 48 h;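 note: potency is the fitted concentration of half-maximal effect; 0% = DMSO wells and -100% = cell-free medium wells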
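Viability of IDH1-knockdown HT-1080 fibrosarcoma cells was assessed by CellTiter-Glo after 48 h at 37 °C with titrated compound; concentration-effect curves were classified by fit quality and response size.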
IL-1B inflam inh: inhibitors of inflammasome signaling (IL-1 beta secretion). THP-1 LPS/ATP IL-1B secretion, AlphaLISA, 16 h; stronger effect = lower value. activity change, % at 57.5 µM. 360,000 compounds, 4.7% hits. AID 743279; in the data active = activity change below about -50%; inconclusive = mostly about -30% to -49%; note: % is set by controls: 0 for no effect and ±100 for the full control effect
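Secreted IL-1B measured by AlphaLISA bead assay after 16 h compound exposure of THP-1 cells; compounds (final up to 57.5 uM) added 1 h before LPS (250 ng/mL) and ATP (1.25 mM) stimulation; lower signal means less secretion.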
KB-3-1 tox: KB-3-1 parental cell cytotoxicity; KB-3-1 viability, CellTiter-Glo ATP luminescence, 72 h; Potency, µM (doses to about 46.1 µM), for the others: at the top dose activity change, negative = cytotoxic, actives largely listed as cytotoxic; 400,000 compounds, 1.4% hits; note: potency is the fitted concentration of half-maximal effect; % is set by controls: 0 for no effect and ±100 for the full control effect; nearly all actives have a fitted effect of over 60% in size
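Using CellTiter-Glo luminescence, growth of non-resistant KB-3-1 adenocarcinoma cells is assessed 72 h after pin-tool compound addition at 37 °C. Normalized responses across the concentration series yield fitted curves.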
SW480 rereplic: DNA re-replication induction in SW480 cells | SW480 DNA re-replication, Hoechst DNA content imaging, 48 h | Potency, µM (doses to about 46.1 µM), inactives show at the top dose re-replication activation, most hits filed as activators | 340,000 compounds, 1.8% hits | AID 624297; note: potency is the fitted concentration of half-maximal effect; % of control where 0% means no effect; nearly all actives have a fitted effect of over 55% in size
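Image-based read-out: total Hoechst fluorescence of nuclei (405 nm excitation, 500-530 nm emission), with hits raising the fraction of high-intensity nuclei. SW480 colon cells incubated 48 hr with compounds at 37 C.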
HepG2 viability: HepG2 cytotoxicity, counter-screen for TGF-b inhibitors; Potency, µM (highest dose often 46.1 µM), inactives show at the top dose activity change, negative = cytotoxicity, usual class: cytotoxic; HepG2 CAGA-GFP viability, ATP luminescence, 18 h; 410,000 compounds, 0.76% hits; note: potency is the fitted concentration of half-maximal effect; some results filed as inactive show a strong effect at the top dose
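HepG2 CAGA-GFP cells (1000/well, DMEM with 1% FBS) received compound, then TGF-beta at 500 pg/mL final, and were incubated 18 hours at 37 degrees C. Viability was read by CellTiter-Glo luminescence. Media-only wells were set as complete cell-killing and DMSO as no toxicity.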
S2 tox: reduces viability in counter-screen for ATXN expression inhibitors | 400,000 compounds, 0.49% hits | AID 651635 | Potency, µM (top dose mostly 56.7 µM), hits mostly cytotoxic | S2 cells (HEK-293 line with an ATXN2-luciferase reporter) viability, CellTiter-Fluor protease fluorescence, 24 h; note: potency is the fitted concentration of half-maximal effect; nearly all actives have a fitted effect of over 40% in size
HT1080NT lethal: kills 2HG-producing HT-1080-NT fibrosarcoma cells | HT-1080-NT fibrosarcoma viability, CellTiter-Glo ATP luminescence, 48 h | 360,000 compounds, 1.6% hits | AID 686970 | Potency, µM (top dose mostly 46.1 µM), inactives show at the highest dose activity, negative = less viability, usual class: cytotoxic;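 note: NT is the 2HG producing partner of a matched IDH1 knockdown line; potency is the fitted concentration of half-maximal effect; 0% = DMSO-treated cells and -100% = media-only wells without cells; nearly all actives have a fitted effect of over 55% in size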
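Fibrosarcoma NT cells, 750 per well in 5% FBS RPMI, were exposed to compound for 48 hours. Viability: CellTiter-Glo luminescence.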
ATXN2 expr inh: ATXN2 expression inhibition; HEK-293 ATXN2-luciferase reporter, luminescence, 24 h; Potency, µM (series often up to 57 µM), for the others: top-dose activity change, negative = inhibition, hits mostly inhibitors; 360,000 compounds, 0.72% hits; note: potency is the fitted concentration of half-maximal effect; % is set by controls: 0 for no effect and ±100 for the full control effect; nearly all actives have a fitted effect of over 55% in size
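ATXN2-luciferase reporter cells (luciferase flanked by upstream and downstream ATXN2 gene portions) were treated 24 h at 37 °C with compounds at up to 57 uM. SteadyGlo luminescence gave expression; GF-AFC fluorescence gave viability.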
MCF10A rereplic: DNA re-replication induction in MCF 10a cells | MCF 10A DNA re-replication, Hoechst nuclear intensity, 48 h | 350,000 compounds, 2.9% hits | Potency, µM (top dose mostly 46.1 µM), for inactives: at the highest dose activity, positive = re-replication, usual class: activators | AID 624296; note: potency is the fitted concentration of half-maximal effect; % of control where 0% means no effect; nearly all actives have a fitted effect of over 50% in size
Starred values were filed as active, the others as inactive; i = inactive; ? = inconclusive; . = no result given; [ ] = remark or other dose. Unless noted, calls come from the whole dose curve; as a rule, active = well fitted curve in the direction sought with a large enough effect; inconclusive = small, poorly fitted or top-dose-only effect, or another doubt; inactive = no such curve, though single readings can be large; an effect the other way counts as inactive or inconclusive.

The opening 4 entries, to show the layout:
SMILES	HT1080 IDH1KD tx	IL-1B inflam inh	KB-3-1 tox	SW480 rereplic	HepG2 viability	S2 tox	HT1080NT lethal	ATXN2 expr inh	MCF10A rereplic
Cc1[nH]c2ccccc2c1C(=O)C(C)OC(=O)c1ccc(NC(=O)CC#N)cc1 (configuration not stated)	6%	-11	22%	-4%	3%	i	-8%	1%	18%
COc1ccccc1NC(=O)c1ccc(NS(=O)(=O)c2ccc(F)c(F)c2F)cc1	-7%	-1	14%	1%	-10%	i	-8%	-7%	-2%
CC(C)c1onc(C(=O)NCc2ccc(F)cc2)c1[N+](=O)[O-]	4%	-4	-1%	4%	-1%	i	5%	0%	-1%
O=C(O)c1ccc(S(=O)(=O)Nc2ccc3c(c2)OCCO3)cc1	17%	10	-7%	-7%[9.22 µM]	19%	i	24%	3%	26%

Main list, from the start:
SMILES	HT1080 IDH1KD tx	IL-1B inflam inh	KB-3-1 tox	SW480 rereplic	HepG2 viability	S2 tox	HT1080NT lethal	ATXN2 expr inh	MCF10A rereplic
Cc1[nH]c2ccccc2c1C(=O)C(C)OC(=O)c1ccc(NC(=O)CC#N)cc1 (configuration not stated)	6%	-11	22%	-4%	3%	i	-8%	1%	18%
COc1ccccc1NC(=O)c1ccc(NS(=O)(=O)c2ccc(F)c(F)c2F)cc1	-7%	-1	14%	1%	-10%	i	-8%	-7%	-2%
CC(C)c1onc(C(=O)NCc2ccc(F)cc2)c1[N+](=O)[O-]	4%	-4	-1%	4%	-1%	i	5%	0%	-1%
O=C(O)c1ccc(S(=O)(=O)Nc2ccc3c(c2)OCCO3)cc1	17%	10	-7%	-7%[9.22 µM]	19%	i	24%	3%	26%
COc1ccc(-c2cccc(NS(=O)(=O)c3cc([N+](=O)[O-])ccc3C)c2)nn1	20%	17	-11%	-4%	14%	i	6%	5%	6%
CCCn1c2ccccc2c2cnn(CC(=O)NCCCN(Cc3ccccc3)C(C)C)c(=O)c21	.	.	-4%	.	-43%	?	.	-23%	.
O=C(CCCNC(=O)/C(=C/c1ccc(Br)cc1)NC(=O)c1ccccc1)OCc1ccccc1	-1%	1	-13%	5%	1%	i	-14%	-25%[11.3 µM]	-5%
CCN(CC(=O)NCc1cccs1)C(=O)/C=C/c1cccc(OC)c1OC	19%	-9	19%	-33%[inhibitor]	1%	i	17%	3%	-1%
COc1ccc(C)cc1S(=O)(=O)N(C)CC(=O)Nc1ccc2c(c1)OCCO2	-4%	-4	-3%	-4%	-27%	i	8%	0%	6%
CCCC(=O)Nc1cccc(NC(=S)NC(=O)C(C)Oc2ccc(Cl)cc2Cl)c1 (configuration not stated)	-15%	-15	3%	-5%	-27%	i	-16%	-11%	6%
Cc1ccc(CCNC(=O)C2CCCN2S(=O)(=O)c2ccc3c(c2)CCC(=O)N3)cc1 (configuration not stated)	-3%	16	4%	-9%	5%	i	14%	5%	9%
CCCCCn1c(CCNC(=O)c2ccc(F)cc2)nc2ccccc21	.	.	-20%	.	-41%	?	.	?	.
COc1ccc(-c2cc(OC(=O)c3cccc(C)c3)c3c(C)oc(C)c3c(=O)c2)cc1	.	.	-7%	.	-4%	?	.	0%	.
Cc1ccc(-c2[nH]ncc2/C=N/n2c(COc3ccccc3)nc3ccccc3c2=O)cc1	?	-92*	?	?	14µM*	.	?	?	18µM*
CCCN(C(=O)c1c(C)oc2ncn(CC(C)C)c(=O)c12)c1ccccc1C	.	.	5%	.	-21%	i	.	4%	.
CCOc1ccc(N/C=C/C(=O)c2ccc(C)cc2)c([N+](=O)[O-])c1	12%	-8	-2%	-3%	10%	i	10%	2%	0%
Cc1cccc(NC(=O)C2c3ccccc3Oc3ccccc32)n1	-31%	-11	-26%	3%	-7%	i	-24%	2%	2%
CCOc1ccc(C2OC34CCCCC3C(C#N)(C#N)C2(C#N)C(=N)O4)cc1OC (configuration not stated)	1%	-6	3%	1%	-2%	i	0%	0%	17%
Cc1c(NC(=O)CC(=O)Nc2c(C)n(C)n(-c3ccccc3)c2=O)c(=O)n(-c2ccccc2)n1C	0%	12	0%	3%	-5%	i	0%	1%	9%
COc1ccc(NC(=O)CSc2nc(N)c(NC(=O)c3ccccc3F)c(=O)[nH]2)cc1	3%	22	1%	3%	-34%	i	0%	1%	2%
O=C(Nc1ccc(-c2csc(-c3ccccc3)n2)cc1)c1ccccc1	-28%	-13	-21%	4%	-43%	i	?	?	?
O=C(Nc1ccccc1N1CCOCC1)c1cc(F)cc(F)c1	3%	16	11%	-2%[1.84 µM]	-2%	i	2%	4%	2%
CCOC(=O)N1CCC(NC(=O)c2ccc3c(c2)N(Cc2ccccc2)CCS3)CC1	2%	32	?	-1%	3%	?	12%	-33%	4%
Cn1cnc([N+](=O)[O-])c1S(=O)(=O)Oc1ccc(Cl)cc1	16µM*	-97*	?	5.8µM*	22µM*	.	21µM*	?	6.5µM*
C=CC[C@H]1CC(C)=C[C@H](CC=C)N1C(=O)c1cc(COc2ccccc2SC)on1	-10%	i	-22%	?	-12%	i	3%	-17%	?
Cc1cc(Br)ccc1NC(=O)CNC(=O)Cc1ccc(S(=O)(=O)N2CCOCC2)s1	3%	0	10%	11%	0%	i	0%	-4%	5%
Cc1cccc(OCCCC(=O)NC2CCCCC2)c1	7%	2	19%	?	12%	i	14%	-5%	-3%
COc1cc(C2C3=C(COC3=O)OC(C)(C)Oc3cc4c(cc32)OCO4)cc(OC)c1OC (configuration not stated)	?	16	0.73µM*	1.2µM*	-2%	?	?	-1%	1.2µM*
Cc1ccc(CNCc2cc3c(C(C)(C)C)nn(-c4ccccc4)c3[nH]c2=O)cc1	?	-85*	-12%	?	-37%	?	?	?	?
COc1ccc(CNC(=O)C2CC=CCC2C(=O)O)cc1OC (configuration not stated)	12%	-3	8%	-12%	-2%	i	11%	-26%	1%
COc1ccc(NC(=O)Nc2ccccc2C(N)=O)cc1OC	-15%	0	-17%	0%	-12%	i	4%	13%	4%
O=C(O)c1cccnc1-c1ncccc1C(=O)O	13%	8	0%	-5%	0%	i	9%	3%	-1%
O=C(O)C1C2CCC(CC2)C1C(=O)N1CCN(Cc2ccc(F)cc2)CC1 (configuration not stated)	2%	27	-4%	-20%	-2%	i	2%	.	5%
Cc1cc2nc3n(c2cc1C)CC1CC(C(=O)NCCc2cccs2)N(C)C31 (configuration not stated)	1%	-4	2%	-21%[9.22 µM]	-19%	i	0%	4%	?
O=C(CNC(=O)c1ccc2c(c1)S(=O)(=O)N=C1CCCCCN12)Nc1ccc(F)c(F)c1	-2%	-2	0%	0%	7%	i	1%	3%	0%
COc1cccc(C2CC(=O)Nc3c2c(=O)[nH]c2nc4ccccc4n32)c1 (configuration not stated)	.	.	8%	.	-5%	i	.	-5%	.
O=C(c1ccc(S(=O)(=O)N2CCCCC2)cc1)N1CCc2ccccc2C1	-9%	-24	-23%	-1%	-2%	.	-9%	-16%	?
S=C(NCCN1CCOCC1)Nc1ccc(Cl)cc1	18%	6	13%	2%	14%	i	17%	-4%	1%
COC(=O)C1C2C=CC3(CN(CC4CCCO4)C(=O)C13)O2 (configuration not stated)	13%	7	-4%	-14%	0%	i	11%	-5%	2%
CSc1nc2ccccc2n1CC(=O)Nc1c(C)cccc1C	1%	22	-20%	?	6%	i	3%	-17%	9%
CCOC(=O)c1ccc2c(c1)C1C=CCC1C(C(=O)OCC)N2 (configuration not stated)	-7%	3	-7%	-21%[1.84 µM]	-4%	i	-8%	-4%	13%
Cc1cc(C)nc(Sc2c(F)c(F)c(C(F)(F)F)c(F)c2F)n1	2%	11	4%	-7%	16%	i	10%	16%	1%
C[C@H](CO)N1C[C@H](C)[C@@H](CN(C)C(=O)Nc2ccc(C(F)(F)F)cc2)Oc2c(NC(=O)CCC(F)(F)F)cccc2C1=O	-7%	-66*	-14%	-10%	-1%	?	-14%	-39%	-43%[inhibitor]
COc1cc(C(=S)N2CCOCC2)ccc1OC(=O)c1ccccc1	-2%	27	-6%	-28%	23%	i	0%	-18%	1%
COc1cccc(CNC(=O)c2cc(=O)[nH]c3ccc(S(=O)(=O)N4CCOCC4)cc23)c1	10%	17	-1%	-7%	6%	i	-3%	.	12%
O=C(Nc1cc(Cl)ccc1Cl)P(=O)(O)c1ccccc1	5%	8	6%	-1%	-3%	?	21%	-18%	12%
Cc1cc2c(NCC(C)O)ncnc2s1 (configuration not stated)	1%	18	1%	-3%	-2%	i	30%	4%	1%
O=[N+]([O-])c1ccc(-c2ccc(/C=N/Nc3nc(NCc4ccccc4)nc(N4CCOCC4)n3)o2)cc1	16µM*	-91*	5%	9.2µM*	-55%	i	18µM*	-15%	7.3µM*
Cc1cc(OCC(=O)NCCO)ccc1Cl	9%	0	-8%	0%	-7%	i	13%	0%	1%
CCCCNc1ccc(C(CC(N)=O)NC(=O)Cc2cccc3ccccc23)cc1[N+](=O)[O-] (configuration not stated)	7%	-1	-8%	-21%[9.22 µM]	-6%	i	10%	0%	2%
CN(c1ccccc1)S(=O)(=O)c1ccc(NC(=S)Nc2ccccc2)cc1	0%	-4	10%	-2%	5%	i	?	-2%	-6%
CC1CCCCC1NC(=O)CSc1nnnn1-c1ccccc1 (configuration not stated)	6%	-5	7%	1%	-2%	i	14%	3%	13%
CC1CCN(C(=O)c2ccc3c(c2)N(Cc2ccccc2F)C(=O)c2ccccc2S3(=O)=O)CC1	.	.	-12%	.	-2%	i	.	-5%	.
Cc1nc(N2CCN(c3ccccn3)CC2)c2c(C)c(C(=O)Nc3c(F)cc(F)cc3Br)sc2n1	0%	-24	-20%	?	-4%	i	-2%	-20%	13%
CC(=O)Cn1c(N2CCC(Cc3ccccc3)CC2)nc2c1c(=O)[nH]c(=O)n2C	11%	16	-14%	-1%	-5%	i	8%	-12%	0%

Compound activity from PubChem BioAssay.
